Screening data: PubChem BioAssay, National Center for Advancing Translational Sciences (NCATS)
USP1-UAF1 inh = Inhibitors of USP1/UAF1: Primary Screen. recombinant USP1/UAF1, Ub-Rhodamine cleavage fluorescence. Potency, µM (titrated, usually from 57.1 µM), without a hit: top-dose activity change, negative = inhibition, usual class: inhibitors. actives 0.23% (n = 390,000); also: potency is read from the fitted curve at half-maximal effect; % is scaled to controls: 0 for no effect and ±100 for the full control effect; nearly all actives have a fitted effect of over 60% in size; inactives centre near -12
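In this screen, compounds sit with the deubiquitinase complex (1nM) for 15 min at room temperature before Ub-Rho is added at 150nM final. Fluorescence rise is then followed for 6 reads every 60 seconds.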
TrxR1 inh = qHTS Assay for Inhibitors of Mammalian Selenoprotein Thioredoxin Reductase 1 (TrxR1): qHTS | AID 588453, 2011 | actives 1% (n = 390,000) | recombinant rTrxR1, NADPH fluorescence consumption, selenite substrate | Potency, µM (top dose mostly 114 µM), inactives show at the highest dose activity change, negative = inhibition, hits mostly inhibitors | Thioredoxin reductase 1, cytoplasmic (Rattus norvegicus), O89049; also: potency is read from the fitted curve at half-maximal effect; % is scaled to controls: 0 for no effect and ±100 for the full control effect; nearly all actives have a fitted effect of over 65% in size
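Rat TrxR1 (90 nM in the dispensed reagent) was pre-reduced with 400 uM NADPH for 5 min at room temperature, then incubated with compound for 15 min. After 400 uM selenite was added, NADPH fluorescence (Ex 340/Em 450 nm) was followed for 8 min.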
TrxR1 substrate = qHTS Assay for Substrates of Mammalian Selenoprotein Thioredoxin Reductase 1 (TrxR1): qHTS. Thioredoxin reductase 1, cytoplasmic (Rattus norvegicus), O89049. purified TrxR1 substrate turnover, NADPH consumption readout. Potency, µM (doses to about 114 µM), for inactives: at the top dose activity change, negative = substrate turnover. actives 0.01% (n = 390,000). AID 588456, 2011; also: potency is read from the fitted curve at half-maximal effect; % is scaled to controls: 0 for no effect and ±100 for the full control effect; nearly all actives have a fitted effect of over 50% in size
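Rat TrxR1, dispensed at 90 nM, was prereduced with 400 uM NADPH (final) for 5 min at ~22 deg C, then incubated with compound 15 min before 400 uM selenite. A first-read NADPH fluorescence drop versus no-compound background flagged substrates.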
Vif-A3G inh = qHTS for Inhibitors of Vif-A3G Interactions: qHTS; HeLa A3G-eYFP + Vif (tagged APOBEC3G with the HIV-1 protein that degrades it), YFP fluorescence, overnight; Potency, µM (series often up to 46.1 µM), for inactives: top-dose activity, negative = active, usual class: inhibitors; actives 0.076% (n = 410,000); AID 602310, 2012;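 also: potency is read from the fitted curve at half-maximal effect; % is scaled to controls: 0 for no effect and ±100 for the full control effect; nearly all actives have a fitted effect of over 60% in size; hits raise eYFP signal because A3G escapes Vif-driven loss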
Target sequence (Q9HC16 whole entry, looked up): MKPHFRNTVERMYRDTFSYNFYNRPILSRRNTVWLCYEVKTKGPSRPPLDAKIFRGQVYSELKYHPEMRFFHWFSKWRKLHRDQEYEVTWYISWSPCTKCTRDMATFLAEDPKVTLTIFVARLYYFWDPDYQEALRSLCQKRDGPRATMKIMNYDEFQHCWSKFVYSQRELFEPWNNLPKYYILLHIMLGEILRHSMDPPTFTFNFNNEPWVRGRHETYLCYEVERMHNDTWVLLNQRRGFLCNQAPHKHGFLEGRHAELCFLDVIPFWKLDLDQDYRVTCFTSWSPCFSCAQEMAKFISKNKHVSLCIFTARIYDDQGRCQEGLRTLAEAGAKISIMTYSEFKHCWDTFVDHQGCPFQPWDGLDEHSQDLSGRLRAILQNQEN
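HeLa cells stably expressing Vif and C-terminally eYFP-tagged A3G, seeded overnight at 37 deg C, then exposed to compound by pintool overnight at 37 deg C. Rise in yellow fluorescence (Ex 488/Em 500-530, Acumen) marks blocked Vif-driven A3G degradation.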
Vif-APOBEC3F blk = qHTS for Inhibitors of Vif-A3F Interactions: qHTS; HeLa A3F-eYFP + Vif (tagged APOBEC3F with the HIV-1 protein that degrades it), YFP fluorescence increase; Potency, µM (series often up to 46.1 µM), inactives show at the highest dose activity, negative = active; actives 0.2% (n = 390,000); AID 602313, 2012; also: potency is read from the fitted curve at half-maximal effect; % of control where 0% means no effect; nearly all actives have a fitted effect of over 65% in size
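HeLa cells stably expressing A3F-eYFP plus Vif, plated and incubated overnight at 37 deg C, then exposed to compounds overnight at 37 deg C. Blocked degradation read as raised yellow fluorescence (Ex 488/Em 500-530).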
LDHA block = qHTS assay for inhibitors of human lactate dehydrogenase; L-lactate dehydrogenase A chain (Homo sapiens), P00338; purified LDHA, NADH/diaphorase-resazurin fluorescence; hits give low values; activity change, % (values are at about 110 or 230 µM); actives 0.15% (n = 480,000); in the data active = activity change below about -30%; inconclusive = mostly about -25% to -30%;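 also: plate controls were DMSO wells for no effect and wells without enzyme for full effect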
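Human LDH5 (2 nM) was incubated with 0.06 mM NADH and 0.2 mM pyruvate for 5 min at room temperature in Tris pH 7.4. Remaining NADH was coupled through diaphorase/resazurin, and resorufin fluorescence was read at 0 and 20 min.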
IDH1 R132H inh = qHTS for Inhibitors of mutant isocitrate dehydrogenase 1 (IDH1): qHTS | actives 0.093% (n = 390,000) | Potency, µM (doses to about 76.6 µM), inactives show at the highest dose activity change, negative = inhibition, usual class: inhibitors | Isocitrate dehydrogenase [NADP] cytoplasmic (Homo sapiens), O75874 | IDH1-R132H enzyme, NADPH consumption, diaphorase/resazurin fluorescence; also: potency is read from the fitted curve at half-maximal effect; % is scaled to controls: 0 for no effect and ±100 for the full control effect; nearly all actives have a fitted effect of over 65% in size
Target sequence (O75874 whole entry R132H, stated change not applied): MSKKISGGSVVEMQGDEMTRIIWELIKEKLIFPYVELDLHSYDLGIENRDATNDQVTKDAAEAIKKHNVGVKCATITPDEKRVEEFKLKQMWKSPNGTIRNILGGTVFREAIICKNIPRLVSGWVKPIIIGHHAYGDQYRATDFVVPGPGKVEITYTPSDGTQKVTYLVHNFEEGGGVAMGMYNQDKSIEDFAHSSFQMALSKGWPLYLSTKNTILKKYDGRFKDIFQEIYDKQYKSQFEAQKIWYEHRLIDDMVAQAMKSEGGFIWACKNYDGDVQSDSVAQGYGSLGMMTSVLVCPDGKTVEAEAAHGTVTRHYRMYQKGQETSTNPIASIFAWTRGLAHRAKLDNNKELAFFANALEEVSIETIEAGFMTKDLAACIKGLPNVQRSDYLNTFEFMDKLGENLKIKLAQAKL
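IDH1-R132H (0.5 ug/mL) preincubated 30 min with compound, then NADPH (0.016 mM) and alpha-KG (2 mM) added; 80 min at RT, pH 7.5. Remaining NADPH coupled via diaphorase/resazurin to fluorescence (540/590 nm); concentration-response curves normalized to no-enzyme control.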
Glioma ERSR ind = qHTS for Inducers of the Endoplasmic Reticulum Stress Response (ERSR) in Human Glioma: qHTS | U87-MG GRP78 promoter luciferase reporter, 16 h | Potency, µM, for the others: at the highest dose activation, most hits filed as activators | actives 0.02% (n = 420,000); also: potency is read from the fitted curve at half-maximal effect; series mostly up to about 76 µM; % of control where 0% means no effect; nearly all actives have a fitted effect of over 35% in size
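Stably transfected U87-MG human glioma cells carrying a GRP78-based luminescent sensor were seeded at 1000 cells/well, pin-dosed with compounds and incubated 16 h. Luciferase reagent was then added, and end-point luminescence was read after 10 min at room temperature.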
RGS4 inhibitor = Inhibitors of Regulator of G Protein Signaling (RGS) 4: qHTS | Potency, µM (highest dose often 114 µM), for inactives: at the highest dose activity change, negative = inhibition, hits mostly inhibitors | actives 0.039% (n = 390,000) | Regulator of G-protein signaling 4 (Homo sapiens), P49798 | Transcreener GDP fluorescence polarization, RGS4-accelerated GTP hydrolysis; also: potency is read from the fitted curve at half-maximal effect; % is scaled to controls: 0 for no effect and ±100 for the full control effect; nearly all actives have a fitted effect of over 75% in size; some results filed as inactive show a strong effect at the top dose
Target sequence (P49798 whole entry, looked up): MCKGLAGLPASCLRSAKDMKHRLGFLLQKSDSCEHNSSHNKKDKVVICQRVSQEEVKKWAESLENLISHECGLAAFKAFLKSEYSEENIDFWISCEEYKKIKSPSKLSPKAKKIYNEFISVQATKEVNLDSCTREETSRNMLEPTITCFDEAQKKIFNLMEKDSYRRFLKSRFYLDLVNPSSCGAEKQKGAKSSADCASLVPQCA
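MLSMR compounds (23 nl, pin-transferred) preincubated 10 min at room temperature with a 500nM (2x) first reagent, then RGS4 at 900nM (2x) plus Transcreener GDP mix added; fluorescence polarization (620/688 nm) read before and after 90 min at 30 °C.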
The depositor's hits bear a star; ? = inconclusive; [ ] = another dose, or the depositor's remark. Unless noted, calls follow the shape of the dose curve; as a rule, active = well fitted curve in the direction sought with a large enough effect; inconclusive = small, poorly fitted or top-dose-only effect, or another doubt; inactive = no such curve, though single readings can be large; an effect the other way counts as inactive or inconclusive. The list is partial; rates above refer to the full screens.

SMILES	USP1-UAF1 inh	TrxR1 inh	TrxR1 substrate	Vif-A3G inh	Vif-APOBEC3F blk	LDHA block	IDH1 R132H inh	Glioma ERSR ind	RGS4 inhibitor
O=C(NCCc1ccc(F)cc1)c1n[nH]c2ccccc12	-19%	8%	1%	-16%	0%	-11	-2%	0%	12%
N/C(Cc1ccc([N+](=O)[O-])cc1)=N\OC(=O)c1ccc2ccccc2c1	-13%	-1%	-8%	?	-1%	-19	-1%	7%	-21%
Cc1ccccc1-c1cnn(-c2cccc([N+](=O)[O-])c2)c1N	-20%	19%	0%	-6%	-35%	-1	-4%	7%	-13%
CSCCC(NS(=O)(=O)c1ccc(C)cc1C)C(=O)Nc1cccnc1 (stereo not given)	?	3%[57.1 µM]	-5%[57.1 µM]	1%	-2%	-3	10%	2%	-11%
Cc1ccc(S(=O)(=O)N(CC2CO2)c2ccccc2[N+](=O)[O-])cc1 (stereo not given)	-13%	-2%[57.1 µM]	2%[57.1 µM]	-6%	-1%	-6	-1%	2%	-7%
Cc1ccc2c(c1)COc1c3ccc(C(=O)NCCO)cc3nn1-2	-32%	9%	53%[activator]	-1%	0%	0	6%	-4%	-27%
COC(=O)c1cccnc1Oc1ccccc1	-25%	17%	6%	-11%	7%	-6	-1%	-9%	16%
CSc1ccc(Cl)c(C(=O)NCC(C)C)c1	-7%	15%	9%	1%	-4%	-18	0%	-2%	11%
CCOC(=O)c1cc(CC)sc1NC(=O)CCC(=O)O	3%	16%[57.1 µM]	-11%	2%	2%	-6	-1%	-1%	24%
Cc1ccc(NC(=S)N/N=C/c2cccn2Cc2ccccc2F)cc1	-6%	-5%	-11%	1%	-20%	-5	-10%	-5%	9%
C=CCn1c(N2CCCC2)nc2c1c(=O)[nH]c(=O)n2C	-11%	?	8%	0%	-5%	-2	2%	-3%	-2%
CCOC(=O)CNc1cccc(C(F)(F)F)c1	-25%	16%	4%	11%	10%	2	10%	-5%	7%
CNC(=S)N(Cc1ccc(OC)cc1)Cc1cc2cccc(C)c2[nH]c1=O	-10%	31%[57.1 µM]	6%[57.1 µM]	0%	-6%	-13	0%	1%	?
Cc1ccc(C)c(N2CCN(C(=O)c3cccc(-n4c(C)nc5cccnc54)c3)CC2)c1	-39%	-4%	-6%	-2%	3%	-7	11%	-7%	19%
Cc1ccc(C(C(=O)NC(C)(C)C)N(Cc2ccccc2)C(=O)c2snc(C(N)=O)c2N)o1 (stereo not given)	-15%	14%[57.1 µM]	10%	2%	-7%	-5	-3%	-6%	6%
S=C(Nc1ccc(Cl)cc1)Nc1cccc2cnccc12	?	-51%	-8%	-5%	7%	21	16%	0%	-42%
CC(OC(=O)c1ccccc1)C(=O)NCc1ccco1 (stereo not given)	-19%	1%	4%	2%	-4%	-9	-1%	-6%	5%
Fc1ccc(-c2nc3c(-c4ccc(Cl)cc4)cnn3cc2CCN2CCOCC2)cc1	-24%	-4%[57.1 µM]	2%[57.1 µM]	-3%	-13%	-9	3%	-5%	-30%
CCc1cc2cc(C)ccc2nc1SCC(=O)Nc1cc(C)on1	-6%	13%	-3%	2%	-3%	-13	4%	-5%	20%
Cc1cc(N)n(-c2nc(-c3cccnc3)nc3ccccc23)n1	-7%	-15%	-16%	-15%	-5%	-2	2%	-5%	7%
COc1ccc(CNC(=S)NNC(=O)c2cc3ccccc3o2)cc1	-12%	-5%	-2%	1%	3%	-10	-7%	-2%	-7%
Nc1ccc2nc(C3CCCCC3)[nH]c2c1	-23%	14%[57.1 µM]	8%[57.1 µM]	-3%	7%	18	9%	6%	-16%
NC(=O)C1CCN(CC(=O)N2N=CCC2c2ccccc2)CC1 (stereo not given)	-23%	8%	0%	-4%	3%	-1	-5%	-1%	-2%
C/C=C(/C)C(=O)Nc1cccc(C2=NOC3(C2)C[C@@H](C(N)=O)N(C(=O)C2(C)CC2)C3)c1 (stereo not given in full)	-5%	2%[57.1 µM]	-2%[57.1 µM]	-5%	-4%	-1	-18%	-3%	-11%
O=C(O)COc1ccccc1/C=N/NC(=O)CN1CCN(Cc2ccccc2Cl)CC1	-4%	6%	-2%	5%	2%	-9	-2%	5%	10%

Shown with values under each structure: six of the compounds above.
Fields – USP1-UAF1 inh, TrxR1 inh, TrxR1 substrate, Vif-A3G inh, Vif-APOBEC3F blk, LDHA block, IDH1 R132H inh, Glioma ERSR ind, RGS4 inhibitor
CCOC(=O)c1cc(CC)sc1NC(=O)CCC(=O)O
  3%, 16%[57.1 µM], -11%, 2%, 2%, -6, -1%, -1%, 24%
Cc1ccc(NC(=S)N/N=C/c2cccn2Cc2ccccc2F)cc1
  -6%, -5%, -11%, 1%, -20%, -5, -10%, -5%, 9%
C=CCn1c(N2CCCC2)nc2c1c(=O)[nH]c(=O)n2C
  -11%, ?, 8%, 0%, -5%, -2, 2%, -3%, -2%
CCOC(=O)CNc1cccc(C(F)(F)F)c1
  -25%, 16%, 4%, 11%, 10%, 2, 10%, -5%, 7%
CNC(=S)N(Cc1ccc(OC)cc1)Cc1cc2cccc(C)c2[nH]c1=O
  -10%, 31%[57.1 µM], 6%[57.1 µM], 0%, -6%, -13, 0%, 1%, ?
Cc1ccc(C)c(N2CCN(C(=O)c3cccc(-n4c(C)nc5cccnc54)c3)CC2)c1
  -39%, -4%, -6%, -2%, 3%, -7, 11%, -7%, 19%

Following part.
SMILES	USP1-UAF1 inh	TrxR1 inh	TrxR1 substrate	Vif-A3G inh	Vif-APOBEC3F blk	LDHA block	IDH1 R132H inh	Glioma ERSR ind	RGS4 inhibitor
O=C(CN1C(=O)COc2ccc(S(=O)(=O)N3CCCCCC3)cc21)N1CCN(c2cccc(C(F)(F)F)c2)CC1	-18%	6%	-12%	0%	-3%	-1	1%	-4%	48%
Cc1[nH]c(C)c(S(=O)(=O)N(Cc2ccccc2)C(C)C)c1C(=O)N1CCCC1	-13%	24%	3%	0%	4%	-3	-3%	5%	5%[56.9 µM]
CCOc1ccc(S(=O)(=O)Nc2ccccc2C(=O)N/N=C/c2c(OC)ccc3ccccc23)cc1	-5%	-18%	-17%	1%	4%	-2	1%	-2%	8%
COc1ccc(CN2CCN(Cc3ccc(OC)c(OC)c3OC)CC2)cc1	-6%	-3%	8%[57.1 µM]	2%	-21%	-17	6%	-5%	-6%
Nc1cc2c(cc1N)-c1ccccc1C2	?	-4%[2.29 µM]	20%[57.1 µM]	-7%	-11%	-3	-3%	6%	-48%
Cc1cccc(N2CC(C(=O)OCC(=O)Nc3sccc3C(N)=O)CC2=O)c1C (stereo not given)	-8%	-1%[2.29 µM]	2%[57.1 µM]	-2%	-1%	-4	5%	-3%	-13%
O=C(CN1C(=O)C2C3C=CC(C3)C2C1=O)Nc1cccc2c1CCCC2 (stereo not given)	-9%	29%[57.1 µM]	10%[57.1 µM]	-4%	2%	-9	0%	2%	-35%
COc1cc(CN(C(=O)COc2ccccc2Cl)c2ccccn2)cc(OC)c1OC	?	16%	-3%	1%	-3%	-1	8%	4%	-2%
COC(=O)c1ccc(NC(=O)CCc2c(C)nc3c(-c4ccccc4)c(C)nn3c2C)cc1	-13%	20%	5%	2%	-2%	-19	-6%	-7%	-1%
CCOC(=O)c1c(NC(=O)CSc2nc3ccccc3c(=O)n2-c2ccc(F)cc2)sc(C(C)=O)c1C	-5%	9%	-2%	-6%	-9%	-6	0%	-1%	40%
CN1Cc2c(N3CCOCC3)nc3sc(C(=O)c4ccccc4)c(N)c3c2CC1(C)C	-14%	17%	0%[57.1 µM]	1%	-4%	-5	0%	-5%	-4%
COc1ccc(CNC(=O)c2c(O)c3cccc4c3n(c2=O)CCC4)cc1OC	-13%	-1%	1%	0%	2%	-1	1%	-2%	10%
C=CCN1C(=O)c2ccc(C(=O)N3CCN(c4ccccc4OC)CC3)cc2C1=O	-2%	-14%	-8%	2%	7%	-2	12%	-2%	8%
CC(CNC(=O)c1cc2cc(S(=O)(=O)N3CCCCC3)ccc2n1C)c1ccccc1 (stereo not given)	-23%	17%[57.1 µM]	-2%[57.1 µM]	5%	2%	-3	31%	-1%	15%
